rCAG RNA binder – molecules binding r(CAG) RNA repeats; inhibition, % at 3 µM; r(CAG) RNA repeat, TO-PRO-1 dye displacement fluorescence; 370,000 compounds, 1.3% hits; AID 651821;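 active means inhibition above the plate cutoff, the mean of all test compounds on that plate plus 3 SD, cut at about 35% in these data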;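 further: 0% = DMSO alone and 100% = 100 µM mitoxantrone as full dye displacement; higher means more dye released from RNA so lower well fluorescence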
NPR1 activator – GC-A (human) enzyme activation | activation, % at 10 µM | 370,000 compounds, 0.14% hits | HEK293 GC-A cells, cGMP TR-FRET, EC30 ANP; 0% at EC30 ANP, 100% saturating ANP | AID 1671463; in the data active means activation above about 40%
GC-B act – GC-B (human) receptor activation; P20594; HEK293-GC-B cells, CNP EC30, cGMP TR-FRET; 0% at EC30 CNP, 100% saturating CNP; activation, % at 10 µM; 370,000 compounds, 0.11% hits; AID 1920062;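 active means activation at 10 µM reaching about 35% in either raw or pattern-adjusted values, limit read from the data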
ARFGAP1 inhibitor – inhibits rat ARF GTPase activating protein 1. Arfgap1-stimulated ARF1 GTP hydrolysis, GDP FP detection. Q62848. 360,000 compounds, 0.26% hits. inhibition, % at 16.5 µM;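 active means inhibition above a per-plate limit, mean inhibition of low control wells plus 3 SD, cut at about 25% in these data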;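 further: 0% = DMSO wells with enzyme and 100% = wells lacking Arfgap1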
Target sequence (Q62848 1-136 limits assumed): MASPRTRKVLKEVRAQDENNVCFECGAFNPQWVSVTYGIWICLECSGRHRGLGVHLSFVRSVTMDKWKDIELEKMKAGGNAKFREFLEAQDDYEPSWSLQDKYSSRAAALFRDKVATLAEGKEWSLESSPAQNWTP
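Material: truncated rat Arfgap1 GAP domain; Incubation: compound-enzyme preincubation 20 min, reaction 120 min, detection 60 min, 25 °C; Read-out: percent inhibition of Arfgap1-stimulated GTP hydrolysis; Technique: FP, GDP Alexa 633 tracer displaced from anti-GDP antibody, 620/688 nm; Controls: No-Arfgap1 wells (100%) versus DMSO full-reaction wells (0%); Replication: single well per compound.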
ADAM10 inh – inhibits human ADAM10. inhibition, % at 7 µM. AID 720582. O14672. recombinant ADAM10, EDANS/DABCYL FRET peptide cleavage, 3 h. 370,000 compounds, 0.62% hits;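 active means inhibition above a per-campaign cutoff equal to the mean of compounds falling between control-based bounds plus 3 SD, cut at about 20% in these data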;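 further: 0% = DMSO wells while the 100% control is not disclosed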
ASAP1 inh – inhibitors of human ASAP1 ArfGAP activity; Q9ULH1; ASAP1-stimulated ARF1 GTP hydrolysis, GDP FP detection; 360,000 compounds, 0.19% hits; inhibition, % at 16.5 µM; in the data active means inhibition above about 25%;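 further: 0% = vehicle with enzyme and substrate and 100% = no enzyme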
proKLK7 act – activates the human kallikrein-7 zymogen. P49862. purified proKLK7, EDANS-DABCYL substrate fluorescence; 100% is mature enzyme control, 0% vehicle. activation, % at 7 µM. 370,000 compounds, 0.9% hits. AID 652039;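 active means activation above the mean of all tested compounds plus 3 SD, computed per campaign excluding outliers beyond control limits, cut at about 13% in these data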
Target sequence (P49862 whole entry, looked up): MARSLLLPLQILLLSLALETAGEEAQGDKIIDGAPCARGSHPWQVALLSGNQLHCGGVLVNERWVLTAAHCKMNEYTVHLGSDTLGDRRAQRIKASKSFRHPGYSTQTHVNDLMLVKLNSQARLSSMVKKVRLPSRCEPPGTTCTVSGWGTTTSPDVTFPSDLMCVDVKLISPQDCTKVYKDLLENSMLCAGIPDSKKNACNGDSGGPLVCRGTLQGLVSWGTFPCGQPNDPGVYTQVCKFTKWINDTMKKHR
FXN GAA850 act – frataxin GAA850 promoter activation. HEK293 lucGAA850 FXN promoter luciferase reporter, 24 h; percent of 10 µM SAHA response. activation, % at 6 µM. 360,000 compounds, 0.56% hits;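 active means activation above the average of all compounds screened plus 3 SD, cutoff fixed separately per campaign, cut at about 7.5% in these data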;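 further: 0% = DMSO wells and 100% = 10 µM SAHA wells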
Tn6 DDE FP – DD(E)-Tn6 binding inhibition, primary FP screen; P02675; Fibrin DD(E) TRITC-Tn6 fluorescence polarization displacement; inhibition, % at 8.3 µM; 370,000 compounds, 0.21% hits; AID 720509;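 active means inhibition above a per-campaign cutoff: mean of compounds within control limits plus 3 SD, cut at about 15% in these data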;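 further: 0% = median of all compound wells on the plate and 100% = blocking peptide control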
HGIII-sPLA2 inh – Inhibits HGIII-sPLA2 liposome hydrolysis, primary screen | QFRET BODIPY PC-A2 liposome hydrolysis, fluorescence | 370,000 compounds, 0.56% hits | inhibition, % at 12.2 µM;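 active means inhibition above mean plus 3 SD of compounds lying within the high and low control bounds, cut at about 19% in these data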;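 further: 0% = median of test compound wells and 100% = no enzyme DMSO wells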
Target sequence (Q9NZ20 whole entry, looked up): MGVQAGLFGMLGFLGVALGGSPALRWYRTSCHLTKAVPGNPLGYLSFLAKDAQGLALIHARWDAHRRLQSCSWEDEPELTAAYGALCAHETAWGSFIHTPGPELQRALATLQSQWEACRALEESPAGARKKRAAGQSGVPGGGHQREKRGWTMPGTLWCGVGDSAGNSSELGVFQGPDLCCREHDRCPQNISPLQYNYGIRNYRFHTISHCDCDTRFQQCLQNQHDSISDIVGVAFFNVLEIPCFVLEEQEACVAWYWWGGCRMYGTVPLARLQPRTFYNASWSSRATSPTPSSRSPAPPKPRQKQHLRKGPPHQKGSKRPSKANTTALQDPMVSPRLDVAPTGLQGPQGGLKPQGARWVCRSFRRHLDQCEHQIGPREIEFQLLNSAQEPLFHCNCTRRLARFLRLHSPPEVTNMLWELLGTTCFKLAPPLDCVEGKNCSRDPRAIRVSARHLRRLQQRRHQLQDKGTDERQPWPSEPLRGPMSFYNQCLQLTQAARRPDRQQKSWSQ
* hit, by the source's call; i = inactive; . = not tested or not shown; & = joins results of further samples. This is a subset. The share of hits here may be higher or lower than overall.

SMILES	rCAG RNA binder	NPR1 activator	GC-B act	ARFGAP1 inhibitor	ADAM10 inh	ASAP1 inh	proKLK7 act	FXN GAA850 act	Tn6 DDE FP	HGIII-sPLA2 inh
N#Cc1ccccc1OCC(=O)N1CCN(CC(=O)Nc2ccc(F)cc2)CC1	1	3	3	-11	-6	0	-0.1	-1.6	1	7
CCOc1cc2c(cc1OCC)-n1cccc1C(c1ccc(OC(F)F)cc1)NC2 (configuration not stated)	1	-18	-8	5	4	-1	0.5	-0.7	0	-7
CCOC(=O)C(O)(c1ccc(N=c2ccccn2C)cc1)C(F)(F)F (configuration not stated)	-2	6	5	1	-3	-2	-0.6	-1.3	-6	5
CN1C(=O)N(C)C(=O)C(NS(=O)(=O)c2ccc(N)cc2)(c2ccccc2)C1=O	0	-2	2	4	0	3	-0.1	-4.1	8	5
CN1CCC2(CC1)C(C#N)=C(N)NC(S)=C2C#N	-5&-10	7&5	1&-1	5&-12	-43&-50	12&6	-1.4&3.0	-1.1&0.5	-5&0	-6&-7
O=C1CN(C(=O)COC(=O)Cc2ccccc2)c2ccccc2N1	-3	-5	1	-3	-3	-8	1.1	-0.6	5	1
COC(=O)C1=C(c2c(C)noc2C)C[C@@H]2CC[C@H]1N2C(=O)NCCOc1ccccc1	-6	4	3	8	-10	-6	-0.1	1.5	7	0
c1cncc(CNCCc2c[nH]c3ccccc23)c1	-3	4	-1	-10	7	-9	0.8	1.7	3	0
COC(=O)C1=C(c2ccc(F)cc2F)C[C@@H]2CC[C@H]1N2C(=O)N1CCCC1	-6	0	-1	-3	0	-3	-0.7	0.3	1	0
C[C@H](NC(=O)N1C[C@H]2C[C@@H](C1)c1cccc(=O)n1C2)C(=O)Nc1ccccc1F	-1	1	-6	12	1	-6	-0.4	0.9	-14	0
CN1CCN(c2ccc(NC(=O)Oc3ccccc3)cc2)CC1	0	-13	-11	1	7	10	1.0	0.7	2	7
COC(=O)C(O)(c1cn(C)c2ccccc12)C(F)(F)F (configuration not stated)	1	-3	4	16	0	2	0.4	0.0	-4	5
Cc1cc(OCc2nn[nH]n2)c2c3c(c(=O)oc2c1)CCC3	1	0	8	13	i	1	8.8	-1.4	0	3
O=C(Cc1c(Cl)cccc1Cl)N1CCN(Cc2ccccc2)CC1	-6	2	-3	4	-8	-3	-0.5	0.4	7	-5
COC(=O)C1=C(c2ccc3ccccc3c2)C[C@@H]2CC[C@H]1N2C(=O)NCc1ccc(F)cc1	5	-8	-8	-11	4	-4	0.2	-4.9	3	-14
O=c1c2ccccc2[nH]c(=S)n1-c1cccc(Cl)c1	19	0	0	-4	-28	0	-0.2	1.8	-1	15
O=C(CF)NC(NC(=S)Nc1cccc([N+](=O)[O-])c1)C(Cl)(Cl)Cl (configuration not stated)	5	11	5	14	3	0	-0.7	-0.3	4	-12
CCC1C(c2cc(OC)c(OC)c(OC)c2)c2cc3c(cc2OC1N1CCCC1)OCO3 (configuration not stated)	0	-8	-8	1	-2	0	0.8	-4.6	1	-3
Cc1nccn1Cc1ccc(Cl)nc1	-4	0	0	-7	-3	5	-0.3	1.9	-5	1
COC(=O)c1ccc(COc2cc(C)cc3oc(=O)c4c(c23)CCCC4)o1	0	1	4	-4	-8	9	-0.9	5.1	1	7
Cc1cccc2nc(-c3ccccc3)c(-c3ccc(CN4CCC(n5c(=O)[nH]c6ccccc65)CC4)cc3)nc12	14	0	3	7	-78	-2	-8.2	.	-4	6
CCOc1cc2c(cc1OCC)-n1cccc1C(c1cccc(OCC)c1O)NC2 (configuration not stated)	-7	-7	3	5	8	-2	0.5	-0.7	-1	-16
CCCN1CCC2(CC1)NC(CO)(CO)CO2	3	5	1	0	-1	-2	-0.4	-1.0	7	-3
COc1ccccc1OP(=O)(Nc1ccc(Br)cc1)Oc1ccccc1OC	-3	-31	-15	-5	-2	22	-0.4	-1.0	-3	-8

Three entries from above, arranged by count of non-hydrogen atoms, smallest number first.
SMILES	rCAG RNA binder	NPR1 activator	GC-B act	ARFGAP1 inhibitor	ADAM10 inh	ASAP1 inh	proKLK7 act	FXN GAA850 act	Tn6 DDE FP	HGIII-sPLA2 inh
COc1ccccc1OP(=O)(Nc1ccc(Br)cc1)Oc1ccccc1OC	-3	-31	-15	-5	-2	22	-0.4	-1.0	-3	-8
CCOc1cc2c(cc1OCC)-n1cccc1C(c1cccc(OCC)c1O)NC2 (configuration not stated)	-7	-7	3	5	8	-2	0.5	-0.7	-1	-16
Cc1cccc2nc(-c3ccccc3)c(-c3ccc(CN4CCC(n5c(=O)[nH]c6ccccc65)CC4)cc3)nc12	14	0	3	7	-78	-2	-8.2	.	-4	6

Further results:
SMILES	rCAG RNA binder	NPR1 activator	GC-B act	ARFGAP1 inhibitor	ADAM10 inh	ASAP1 inh	proKLK7 act	FXN GAA850 act	Tn6 DDE FP	HGIII-sPLA2 inh
COc1ccc(OC)c(-n2c(O)c(C=Nc3c(C)n(C)n(-c4ccccc4)c3=O)c(=O)[nH]c2=S)c1	9	2	-1	-4	-5	-3	-3.4	-0.1	0	-3
O=[N+]([O-])c1ccc(N2CCCCCC2)c2nonc12	-375	-2	0	-6	7	1	2.2	3.9	85*	-164
Cc1cc(Br)cn2c(CC(=O)N3CCCCC3)c(-c3ccc(F)cc3)nc12	5	-8	-7	15	-8	-3	0.8	.	8	3
COC(=O)C1=C(c2ccc(F)cc2OCc2ccccc2)C[C@@H]2CC[C@H]1N2C(=O)N1CCCCC1	-2	-7	-7	9	6	-4	0.2	-2.5	3	-5
CN(C)C(=O)Oc1ccc(-c2cn3cc(Cl)ccc3n2)cc1	-3	8	-2	-5	-109	6	0.0	4.6	-4	0
COC(=O)C1=C(c2ccc(F)cc2OCc2ccccc2)C[C@@H]2CC[C@H]1N2C(=O)NCc1ccc(N(C)C)cc1	4	0	1	7	20*	2	0.9	-3.5	0	6
COC(=O)C1=C(c2ccccc2OCc2ccccc2)C[C@@H]2CC[C@H]1N2C(=O)NCCc1ccc(F)cc1	0	-6	-10	3	21*	1	0.8	-3.0	1	-14
CCOC(=O)[C@]12Cc3c(cc(OC)c(OC)c3OC)[C@H]1N(Cc1ccccc1)C(=O)c1ccccc12	-4	-15	-21	-14	7	6	0.3	-0.3	-1	1
O=C(c1cccnc1)c1cc2ccccc2[nH]1	0	2	-1	-2	6	13	0.8	-0.6	3	3
Cc1ccccc1C(=O)NC(Oc1ccccc1)C(Cl)(Cl)Cl (configuration not stated)	-2	1	-7	-3	-5	-2	0.0	2.3	-2	13
CN1C(=O)NC(=O)C2(CCCC2)C1=O	2	3	1	7	-4	-8	0.2	-0.4	4	-3
CCOC(=O)c1c(C)n(Cc2ccccc2)c2ccc(O)cc12	2	86*	5	9	6	0	0.3	3.4	1	-27
CC(=NCC1CCCO1)c1c(O)n(-c2ccccc2)c(=O)[nH]c1=O (configuration not stated)	0	7	1	2	-2	1	0.1	-0.3	1	2
C=CCC1(CN2CCCCCC2=O)C(=O)NC(=O)NC1=O	2	0	1	-3	8	-3	-0.1	-3.6	-2	6
BrCCc1ccccc1	-1	2	0	-5	-22	-3	-0.5	0.0	-6	10
Cc1c(NS(=O)(=O)c2ccccc2)ccc([N+](=O)[O-])c1Cl	15	2	-1	-5	-16	-4	-0.2	-0.6	2	-13
COc1ccc(NP(=O)(Oc2ccc(Cl)cc2)Oc2ccc(Cl)cc2)cc1OC	-1	-3	1	9	23*	12	0.3	-1.1	1	-7
C=CCSc1nc2c(c(-c3ccsc3)c1C#N)CN(C)CC2	6	7	0	-10	-8	-8	-0.2	1.9	9	7
NC(=O)c1ccc(N)nc1	1	0	3	-4	-11	-4	-0.3	-2.3	-4	16
c1ccc(C2CC3CC(c4ccco4)N2O3)cc1 (configuration not stated)	11	3	4	15	-8	1	0.9	0.0	-5	6
C=C(C)Cn1c(=O)n(CC2CS2)c2ccccc21 (configuration not stated)	0	-1	-1	-10	1	-4	-0.1	1.9	0	-2
COC(=O)N(c1ccccc1)P1(=S)OCCO1	-3	7	0	-6	1	-6	-0.1	-1.9	1	-1
Cc1ccc(N=Cc2c(O)n(C)c(=O)n(C)c2=O)cc1	-4	-1	4	-6	-2	-7	0.0	2.8	5	4
Cc1ncoc1C(=O)NCC1=C(c2ccc3ccccc3c2)C[C@@H]2CC[C@H]1N2Cc1ccco1	2	-1	-5	4	-3	-2	-0.1	-2.5	5	-8
CCOC(=O)[C@]12Cc3cc4c(cc3[C@H]1N(Cc1ccccc1)C(=O)c1ccccc12)OCO4	-3	-16	-22	11	19	15	-0.1	-2.5	1	-1
CN1CCCC(C(O)(c2ccccc2)c2ccccc2)C1 (configuration not stated)	1	-8	-9	-12	-3	-6	-0.8	0.9	6	-4
COC(=O)[C@@H]1C[C@@]1(C)[C@@H](NP(=O)(c1ccccc1)c1ccccc1)c1ccccc1	-1	-15	-20	4	-4	9	-0.1	-1.3	5	1
COc1cccc(-n2c(-c3ccoc3)nc3ccccc3c2=O)c1	-4	2	-6	7	-2	6	-0.5	1.9	4	4
NC1C2CN3CCN(C2)CC1(c1ccccc1)C3 (configuration not stated)	3	2	0	1	0	7	0.2	2.2	5	0
Cc1c(Br)c(=O)oc2cc(OCC(=O)N3C[C@H]4C[C@@H](C3)c3cccc(=O)n3C4)ccc12	1	4	-7	-9	-414	-12	4.1	2.5	-2	1
CCOCC(=O)NC1CCSC1=O (configuration not stated)	0	5	3	5	-8	-4	0.7	-2.8	-3	6
COc1cccc(N=Nc2c(O)[nH]c(=S)[nH]c2=O)c1	1	-16	-7	1	12	5	-0.1	2.4	5	4
CC(Cc1ccccc1)NC(=O)CCCCC(=O)NC(C)Cc1ccccc1 (configuration not stated)	-8	-1	2	4	-9	5	-0.2	0.0	3	6
COc1ccc(Cl)cc1C(=O)C1CCCN(CCO)C1 (configuration not stated)	-7	0	-1	11	-52	8	7.0	1.3	2	-6
COC(=O)C1=C(c2ccccc2OCc2ccccc2)C[C@@H]2CC[C@H]1N2C(=O)NCCCOC(C)C	-7	-5	1	0	1	-8	0.0	-4.2	2	1
NC1=NC(=O)N2CC12 (configuration not stated)	0	0	1	8	-13	11	-0.3	-0.1	-6	5
C[C@]12CCC(=O)C=C1C=CC1C2CC[C@]2(C)C(=O)CCC12 (some centres not stated)	1	-6	-4	3	-16	-14	-0.4	1.1	8	16
CCOc1ccccc1CNCCc1ccc2c(c1)OCO2	1	-25	-13	0	-1	5	0.8	-1.6	1	-4
O=C1C(Cc2cnc[nH]2)NC(=S)N1c1ccccc1 (configuration not stated)	-2	-4	1	4	3	-4	0.5	0.7	5	-24
CCOC(=O)c1c(NC(=O)c2c(N)n(CCCOC)c3nc4ccccc4nc23)sc2c1CCCC2	7	4	-1	2	-12	-3	-0.1	-0.6	3	-3
CSc1ncc(CN2CCCC(C(=O)c3sccc3C)C2)cn1 (configuration not stated)	-9	-3	2	8	5	-5	-0.2	2.1	0	3
CCOC(=O)[C@]12Cc3c(cc(OC)c(OC)c3OC)[C@H]1N(C)C(=O)c1cc(OC)ccc12	0	-20	-18	4	-10	-3	0.2	.	2	2
CCCn1c(C)c(C(=O)c2cccc3ccccc23)c2ccccc21	2	-9	-2	17	9	6	0.5	1.4	-10	-10
